Screening data as filed in PubChem.
Platelet DG rel: platelet dense granule release activity; inhibition, %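 (compounds screened at 7.5 µM in platelet-rich plasma)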; 300,000 compounds, 0.22% hits; AID 1663; human platelet-rich plasma, SFLLRN dense granule ATP release, luminescence;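 active = mean replicate score, as percent of positive control, at or above 50; inconclusive = mean below 50 but at least one replicate at or above 50; inactive = mean and every replicate below 50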
HSF1 activator: increases HSF-1 driven luciferase reporter signal. activation, % at 9 µM. 300,000 compounds, 1.7% hits. NIH3T3-HGL HSF-1 luciferase reporter, MG132, 8 h; 100% = twice DMSO control signal;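 active = mean replicate activation of at least 50% with a set share of replicates each reaching 50%; inconclusive = only one of those two conditions met; inactive = mean below 50% and too few replicates reaching it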;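 note: 0% = median of the neutral control wells and 100% = twice that signal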
AI-2 QS mod: modulates the Vibrio harveyi AI-2 quorum sensing system; Vibrio harveyi JMH597 AI-2 luminescence/OD600 ratio, 9 h; hits give low values; strain lacks LuxN and CqsS sensors; 0 = neutral-control median; activity change, % at 7.5 µM; 300,000 compounds, 0.4% hits; in the data active = activity change below about -75%, passing the limit was not always enough; inconclusive = no clear call, values can overlap the other calls;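 note: luminescence divided by OD600 gain over 9 h not by final OD600 alone; inactives centre near 13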
HSF1 inhib: HSF1 inhibition | NIH3T3-HGL HSE-luciferase, MG132-induced, luminescence 8 h; hits give low values | activity change, negative = inhibition, % at 7.5 µM (by protocol) | 300,000 compounds, 0.77% hits;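 active = more than half of replicate wells show activity change below -50%, luminescence cut by over half; inconclusive = some wells, but at most half, below -50%; inactive = no replicate well below -50%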;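 note: luciferase reports HSF-1 transcriptional activity via heat shock element; 0% = median of DMSO wells and -100% = zero luminescence signal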
HSP90 inh: blocks HSP90-mediated luciferase refolding in reticulocyte lysate | Rabbit reticulocyte lysate, luciferase refolding luminescence, 3 h | inhibition, % at 5.6 µM | 290,000 compounds, 0.91% hits | AID 1789;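 active = inhibition above the screen-wide mean plus 3 SD, computed separately per campaign, cut at about 16% in these data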;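 note: 0% = DMSO wells and 100% = 60 µM geldanamycin wells; inhibitors lower the luminescence because luciferase stays unfolded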
HIF activator: HIF pathway transcriptional activation | activation, % at 7.5 µM (by protocol) | AID 1910 | U2OS HRE-luciferase reporter, luminescence; normalized: DMSO 0%, desferrioxamine 100% | 300,000 compounds, 0.32% hits;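 active = mean activation of at least 10% of the iron chelator positive control signal, with at least half of replicates also reaching 10%; inconclusive = mean and replicate majority disagree about reaching 10%; inactive = mean and most replicates under 10%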
IEC-6 cytotox: counter-screen for KLF5 inhibitors: cytotoxicity in IEC-6 cells; IEC-6 cytotoxicity, luminescence viability; inhibition, % at 5 µM; 290,000 compounds, 0.78% hits; in the data active = inhibition above about 22%;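 note: 0% = plate median of test compound wells and 100% = cytotoxic reference compound wells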
KLF5 inhibitor: kruppel-like factor 5 inhibition. DLD-1 KLF5 promoter-luciferase reporter, luminescence. inhibition, % at 5 µM. 290,000 compounds, 0.23% hits;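 active = inhibition above a per-plate limit of that plate's mean compound inhibition plus 3 SD, cut at about 60% in these data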;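 note: 0% = DMSO wells and 100% = LY294002 at 200 µM; higher means less KLF5 promoter-driven luciferase light; inactives centre near -14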
SKKanGAS inh: blocks kanamycin growth of S. pyogenes SKKanGAS strain | BacTiter-Glo, 6 h | 300,000 compounds, 1.3% hits | inhibition, % at 7.5 µM;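 active = mean replicate score, as percent of positive control median, at least 50; inconclusive = mean below 50 but one replicate at or above 50; inactive = mean and every replicate below 50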;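 note: strain carries kanamycin resistance gene driven by streptokinase promoter and grows in 40 µg/ml kanamycin; loss of luminescence reflects streptokinase promoter inhibition or plain growth inhibition; 0% = median of DMSO wells and 100% = positive control at its reference dose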
aSyn UTR inh: MLPCN primary screen, SNCA 5' untranslated region. alpha-synuclein 5'UTR reporter, inhibitor activity. inhibition, % (tested at 7.5 µM). 300,000 compounds, 0.82% hits. AID 1813; in the data active = inhibition above about 60%; inconclusive = no clear call, values can overlap the other calls;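 note: H4 neuroglioblastoma cells stably carrying SNCA 5'UTR luciferase fusion; 0% = DMSO wells and 100% = positive control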
An asterisk follows results filed as active; ? = inconclusive; . = no result given.

SMILES	Platelet DG rel	HSF1 activator	AI-2 QS mod	HSF1 inhib	HSP90 inh	HIF activator	IEC-6 cytotox	KLF5 inhibitor	SKKanGAS inh	aSyn UTR inh
Cc1ccc(-c2cc(C(=O)N3CCN(C(=O)c4ccco4)CC3)no2)cc1	5.2	16.3	17.3	-4.6	-2.4	0.4	3.6	-1.3	-0.4	-4.6
CCN(Cc1ccccc1)C(c1cccc(C#N)c1)c1nnnn1C(C)(C)C (configuration not stated)	-0.8	.	17.2	.	1.9	0.4	2.4	19.5	1.6	12.0
Cc1c(NC(=O)COc2c(F)c(F)c(F)c(F)c2F)c(=O)n(-c2ccccc2)n1C	9.0	-8.4	21.9	-1.1	3.4	0.1	0.6	-16.5	1.7	3.3
CC(=O)N1CCC(=NNC(=O)c2cccs2)CC1	-5.4	54.5*	16.0	18.8	-11.3	2.3	8.9	-133.9	2.7	-114.8
Cc1nc(Nc2cccc(C(C)O)c2)c2nnn(Cc3ccccc3F)c2n1 (configuration not stated)	-2.3	1.0	25.4	-10.6	-1.6	0.7	4.5	-14.2	-4.1	17.2
Cn1nccc1C(=O)N1CCN(c2cccc(Cl)c2)CC1	-6.9	-14.1	4.9	0.8	1.9	-0.4	1.7	-31.9	-6.3	-1.3
CC(C)(C)OC(=O)CN1C(=O)S/C(=C\c2ccc(-c3cccc(C(=O)O)c3)o2)C1=O	2.4	-4.7	34.5	-4.7	-5.8	-1.2	2.1	-78.8	25.5	-50.9
CCCCc1ccc(N2C(=O)[C@@H]3C(CC(N)=O)NC4(C(=O)Nc5ccc(F)cc54)[C@@H]3C2=O)cc1 (some centres not stated)	-1.7	-4.3	9.4	-7.2	0.9	-0.2	-5.9	-9.4	14.4	11.9
CCOC(=O)CC1=C(C(=O)OCC)C(c2ccc(OC)cc2OC)C(C#N)=C(N)O1 (configuration not stated)	1.4	-2.5	20.5	-8.6	0.0	0.2	-1.2	-17.2	6.5	-9.3
FC(F)(F)c1cccc(CON=C2CCN(c3ncc(C(F)(F)F)cc3Cl)CC2)c1	-6.2	-20.4	33.3	-2.4	2.9	-0.2	4.8	3.2	32.2	28.9
Cc1csc(CN(C)C(=O)CC2C(=O)NCCN2Cc2ccc(F)cc2Cl)n1 (configuration not stated)	-9.1	-3.6	6.7	-1.7	-1.0	1.4	4.6	-48.8	-8.2	16.9
O=S(=O)(NCc1cccnc1)c1cc(Cl)ccc1Cl	-5.9	0.4	18.0	-4.4	0.1	-0.1	4.7	-7.4	-1.0	25.2
NC(=O)C1(N2CCCCC2)CCN(Cc2ccccc2Cl)CC1	5.6	-10.8	17.0	-3.8	0.1	-0.1	0.7	-42.8	-4.3	11.6
CN(Cc1ccccc1)C(=O)CN1CCN(C(c2ccccc2)c2ccccc2)CC1	-0.8	12.9	-1.3	-4.9	0.3	0.6	-3.9	-40.9	9.6	7.9
Cc1cccc(OCC(=O)NS(=O)(=O)c2ccc(Br)cc2)c1	-6.8	23.8	12.0	-1.2	-0.3	0.0	-6.8	-43.6	0.9	-1.7
COC(=O)c1cccc(C23CC4(C2)[C@H](CN(CC2CCCCC2)[C@@H]4c2ccccc2)C3c2ccccc2)c1 (some centres not stated)	-2.0	32.4	68.3	9.7	.	0.6	.	.	-4.5	3.4
COc1ccccc1/C=N/NC(=O)CC(=O)NCc1cccnc1	-35.9	10.4	4.4	-4.4	-4.3	-0.5	1.4	-23.1	-5.2	-30.1
COc1cc2c(cc1OC)C(c1cc(OC)c(OC)cc1[N+](=O)[O-])N(C(C)=O)CC2 (configuration not stated)	.	-18.1	19.8	-5.7	-0.8	-0.1	1.3	-23.3	-5.6	23.8
Cc1ccc(CCNC(=O)CCNS(=O)(=O)c2ccc3c(c2)c(=O)n(C)c(=O)n3C)cc1	-0.2	9.5	24.2	-0.4	3.3	-0.6	1.5	-0.8	-2.6	19.9
Cc1ccc(S(=O)(=O)NN2C(=O)c3ccccc3NC2c2ccccc2)cc1 (configuration not stated)	1.6	-4.1	3.4	0.9	-1.8	0.4	2.2	-14.1	0.0	2.1
O=C1/C(=C/c2cccnc2)SC(=S)N1Nc1ccccc1	-11.7	-7.2	17.3	-4.0	-2.2	-0.6	-5.3	-2.6	-3.1	6.3
COc1ccc(/C=N/NC(=O)c2c(C)nc3ccc(Cl)cn23)cc1OC	-2.4	4.6	11.4	4.9	-1.9	1.5	10.6	19.8	0.5	-48.4
O=C(O)CC(c1ccc(Cl)cc1)N1C(=O)CCC1=O (configuration not stated)	-2.4	7.6	12.9	-2.5	-0.1	-0.1	-3.6	-28.3	5.2	13.4
C=CCOc1ccc(CNc2nn[nH]n2)cc1OC	-0.4	-7.7	32.0	-12.3	2.6	0.2	-4.1	-9.1	2.9	9.5
O=C(Nn1cnnc1)c1ccccc1CCc1ccccc1	61.7*	3.5	7.5	0.1	3.4	0.2	6.0	-41.4	-4.1	9.8
O=C1/C(=N/n2cnnc2)c2ccccc2N1Cc1ccccc1	-6.0	-4.2	-22.1	-3.0	3.2	-1.2	9.0	-6.2	-3.9	-15.4
Cc1cc(=O)[nH]c(SCCOc2ccc3c(c2)CCC3)n1	18.6	7.2	17.6	-1.5	-0.7	.	1.0	-20.7	-10.4	-107.5
CCOC(=O)Cc1csc(NC(=O)CSc2nc3sc(C(=O)O)c(C)c3c(=O)[nH]2)n1	5.0	-2.6	25.9	-0.5	2.6	0.3	-2.7	-4.2	14.6	31.6
NS(=O)(=O)c1ccc(NC(=O)c2ccc3nccnc3c2)cc1	3.7	3.9	18.5	12.5	0.0	0.3	5.6	1.4	-5.6	-4.6
CCC1=Nc2ccc(Br)cc2C(c2ccccc2)N1CC(=O)OC (configuration not stated)	-0.9	-5.7	9.6	3.3	-1.4	-0.1	1.6	-2.9	2.2	31.8
Cc1nn(Cc2ccccc2Cl)c(C)c1C(=O)N1CCN(c2ccccc2)CC1	0.2	18.3	16.3	12.5	-0.2	0.7	-5.4	-19.5	9.2	21.5
N/C(=N\OC(=O)Cc1cccs1)c1ccc(Cl)cc1	-15.0	10.5	-13.8	-1.4	3.4	-0.8	-0.8	0.4	-13.6	-38.6
O=C(CCN1C(=O)c2ccccc2C1=O)Nc1cccc(S(=O)(=O)NC2=NCCC2)c1	1.2	-9.4	12.6	-5.8	-3.0	-1.0	2.7	-39.2	-9.5	10.5
O=C(COc1ccc(F)cc1Cl)Nc1cc(S(=O)(=O)N2CCOCC2)ccc1N1CCCCC1	-3.7	6.7	15.3	-6.8	5.0	-0.4	3.0	-14.1	16.3	5.1
CCOC(=O)c1sc(N)c(C(N)=O)c1C	0.0	-8.2	4.1	-3.0	1.7	0.7	2.9	-18.5	-4.4	4.9
Cc1cc(C)c2nc(C)cc(N/N=C/c3ccc(O)cc3)c2c1	-6.4	10.6	2.7	9.4	1.8	-0.9	21.8	-36.4	5.5	112.1*
CC1CCN(C2=C(NS(=O)(=O)c3ccccc3)C(=O)c3ccccc3C2=O)CC1	15.0	16.9	29.5	12.5	-0.9	0.5	-3.2	-55.5	22.8	-9.5
CCN1CCN(c2oc(-c3ccc([N+](=O)[O-])cc3)nc2C#N)CC1	-4.3	-4.6	24.7	8.6	3.5	0.2	-1.4	-5.4	4.3	12.6
CC1(C)Cc2noc(N)c2C(C)(C)N1O	-4.6	2.5	12.6	-0.1	-0.3	-0.4	-0.3	-19.7	-3.4	12.6
S=C(Nc1ccc(Nc2ccccc2)cc1)NC1CCCCCC1	-3.7	14.4	-0.3	1.8	2.7	-0.1	7.6	-13.7	16.8	-33.0
CCOC(=O)C1CCCN(C(=O)C2CCCN(S(=O)(=O)c3ccc4c(c3)oc(=O)n4C)C2)C1 (configuration not stated)	4.9	9.5	20.5	3.9	0.1	-0.3	-3.0	-18.2	1.1	7.1
CS(=O)(=O)NCc1ccc(C(=O)NC2CCCCC2)cc1	10.8	-10.0	27.1	-7.6	1.8	-0.1	37.3*	-6.2	-2.2	22.5
Cc1ccc(NC(=O)c2cc([N+](=O)[O-])ccc2N2CCOCC2)cc1S(=O)(=O)N(C)C	-6.0	1.6	2.1	-4.4	2.3	-0.7	2.3	-0.2	-3.0	21.2
COc1ccc(CSc2nnc3[nH]c(=O)cc(N)n23)cc1	-2.5	-11.1	-79.6*	-7.9	-1.0	-0.1	-6.5	-20.1	15.1	-28.2
Cc1oc(-c2ccccc2Cl)nc1CSCC(=O)N1CCCC1	-7.2	-25.7	-2.0	-5.7	-0.6	-1.7	0.8	44.3	-6.4	30.3
COc1ccc(C2=NOC(COc3ccc([N+](=O)[O-])cc3)C2)cc1 (configuration not stated)	1.4	21.7	15.5	10.8	9.7	-0.1	-2.3	-1.8	-9.5	3.0
CC(=O)N1CCN(c2ccc(NC(=O)c3ccco3)cc2Cl)CC1	22.0	9.6	25.2	9.7	5.1	0.8	4.3	-72.8	1.9	-48.6
O=C(NCC(c1ccc(F)cc1)N1CCOCC1)c1ccccc1F (configuration not stated)	-9.0	10.6	31.4	3.7	1.8	2.5	-1.7	-6.5	1.2	-9.7
Cc1ccccc1CNC(=O)CC1C(=O)NCCN1Cc1c(F)cccc1Cl (configuration not stated)	-4.0	.	29.8	.	0.1	-0.1	7.6	0.9	-5.7	10.8
CCCCNC(=O)CSc1nc(CCC)nc2ccccc12	4.9	?	12.0	17.6	2.1	0.9	-1.5	8.0	3.4	-3.8
COc1cc(/C=N/NC(=O)C(Cc2c[nH]c3ccccc23)NC(=O)OCC(C)C)cc([N+](=O)[O-])c1OCc1ccccc1 (configuration not stated)	-2.9	-7.3	26.5	-4.0	2.4	0.5	2.7	-11.8	32.7	-61.5
Cc1ccc(-c2csc3nc(C)n(N)c(=O)c23)o1	14.3	37.2	-9.8	21.4	-2.6	2.2	0.7	-91.4	0.8	-130.2
Cc1ccc(OC(=O)c2cccc(S(=O)(=O)N(C)C)c2)c(-n2nc3ccccc3n2)c1	.	.	21.7	.	6.6	.	0.6	-51.6	2.3	.
O=[N+]([O-])c1ccc2nc(-c3ccccn3)[nH]c2c1	20.8	48.5	13.5	20.5	-2.5	1.9	-1.0	-145.3	5.8	-2.1
C[C@@H]1C(=O)O[C@H]2[C@H]1CC[C@@]1(C)C(=O)C=C[C@@](C)(O)[C@H]21	1.4	-4.6	28.2	-1.8	.	-0.2	.	.	8.2	-12.9
COc1ccc(N(Cc2cc3ccc(C)cc3[nH]c2=O)C(=O)c2ccco2)cc1	-0.8	.	16.6	.	-4.5	0.1	2.9	-11.9	0.2	26.6
